RXFP1 antag – blocks the human relaxin receptor RXFP1 | HEK293-RXFP1, relaxin-stimulated cAMP HTRF, 30 min; active compounds read low | activity change, negative = inhibition, % at 57.5 µM | 0.59% of 350,000 active | AID 1259400;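 active means activity change of -60% or lower, but not beyond a set lower limit; inconclusive means change between -60% and -40%, or beyond the set limit; inactive means change above -40%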
Target sequence (Q9HBX9 whole entry, looked up): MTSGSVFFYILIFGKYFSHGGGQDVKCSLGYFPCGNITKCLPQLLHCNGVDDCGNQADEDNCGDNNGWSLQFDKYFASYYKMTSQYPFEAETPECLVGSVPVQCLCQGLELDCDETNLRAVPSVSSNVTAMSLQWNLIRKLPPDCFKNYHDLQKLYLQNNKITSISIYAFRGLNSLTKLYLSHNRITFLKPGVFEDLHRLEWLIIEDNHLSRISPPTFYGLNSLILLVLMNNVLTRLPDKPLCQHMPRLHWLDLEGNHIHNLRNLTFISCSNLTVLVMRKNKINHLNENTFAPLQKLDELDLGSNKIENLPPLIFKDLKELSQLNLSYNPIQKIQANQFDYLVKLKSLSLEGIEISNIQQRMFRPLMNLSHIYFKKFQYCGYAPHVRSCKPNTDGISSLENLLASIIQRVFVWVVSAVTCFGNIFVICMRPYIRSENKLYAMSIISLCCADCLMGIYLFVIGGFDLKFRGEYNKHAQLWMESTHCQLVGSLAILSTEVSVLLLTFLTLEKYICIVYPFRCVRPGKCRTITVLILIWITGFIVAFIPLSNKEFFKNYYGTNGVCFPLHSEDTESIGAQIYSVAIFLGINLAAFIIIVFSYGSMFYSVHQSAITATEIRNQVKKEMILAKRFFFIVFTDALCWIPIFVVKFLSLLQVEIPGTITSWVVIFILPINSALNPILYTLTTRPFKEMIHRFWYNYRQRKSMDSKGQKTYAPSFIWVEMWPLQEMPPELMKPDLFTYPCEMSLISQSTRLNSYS
An asterisk follows results filed as active; ? = inconclusive. On the % scale 0 is the no-effect control and ±100 the full control effect. The list is partial; count on the stated rates, not on these rows.

SMILES	RXFP1 antag
CCN(CC(=O)Nc1ccc2c(c1)OCCO2)CC(=O)Nc1ccc(C)c(S(=O)(=O)N(C)C)c1	-10
Cc1nn(CC(=O)N(CC(C)C)C2CCS(=O)(=O)C2)c(C)c1[N+](=O)[O-] (stereo not drawn)	-5
COc1ccccc1OCC(=O)Nc1ccc(C(=O)Nc2ccccc2C(=O)O)cc1	-19
CC(=O)Nc1ccc(N=Nc2ccccc2)cc1[N+](=O)[O-]	-8
CC(=O)c1ccc(S(=O)(=O)N(C)CC(=O)Nc2cccc(S(=O)(=O)N3CCCC3)c2)cc1	-1
CCN(CC)S(=O)(=O)c1ccc(Cl)c(NC(=O)COC(=O)c2nc3nc(C)cc(C)n3n2)c1	-9
COC(=O)[C@H]1C[C@H](OC(=O)NC2CC2)[C@@]2(O)CN(S(=O)(=O)c3ccc(C)cc3)CC2[C@H]1C(=O)OC (stereo partly drawn)	7
COc1cc(-c2cc(C(=O)O)c3cc4ccccc4cc3n2)cc(OC)c1OC	-5
O=C(Nc1ccc2c(c1)CN(C(=O)Nc1ccc(F)cc1)CC2)c1ccccn1	-3
O=C(c1ccc(F)cc1)N1CCN(c2cc(=O)[nH]nc2-c2ccccc2)CC1	8
NC(=O)C1(N2CCCCC2)CCN(C(=O)CSc2nc3ccccc3o2)CC1	-2
CCSc1cnn(-c2ccccc2)c(=O)c1Cl	-1
COc1cc(C2C3=C(COC3=O)Oc3cc4c(cc32)OCO4)cc(OC)c1OC (stereo not drawn)	-3
CC(=O)c1ccc(NC(=O)CSc2nc3[nH]c(=O)cc(O)c3s2)cc1	-10
Cc1cc(OCC(=O)OCC(=O)N(Cc2ccccc2)C(C)(C)C)ccc1Cl	0
Cc1ccccc1C(C)(O)c1cnc(C)n1Cc1ccccc1 (stereo not drawn)	-6
CCC1NC(=O)c2cccnc2-n2c1nc1ccc(F)cc1c2=O (stereo not drawn)	1
CC(=O)c1c(C)[nH]c(C(=O)CN2CCN(S(=O)(=O)c3ccccc3F)CC2)c1C	-14
CC(=O)Nc1ccc(S(=O)(=O)N[C@@H](C)C(=O)OCC(=O)c2ccc(Br)s2)cc1	-3
OC1COC(c2ccccc2)OC1C(O)C1OC(c2ccccc2)OCC1O (stereo not drawn)	3

Gathered by group: the compounds so far with a COOH group
SMILES	RXFP1 antag
COc1ccccc1OCC(=O)Nc1ccc(C(=O)Nc2ccccc2C(=O)O)cc1	-19
COc1cc(-c2cc(C(=O)O)c3cc4ccccc4cc3n2)cc(OC)c1OC	-5

Remaining list, next part.
SMILES	RXFP1 antag
CCCCSc1nnc(-c2cc3c(C(F)(F)F)nn(C)c3s2)n1C	-23
CCCN(C(=O)c1cc(S(=O)(=O)N2CCN(CC)CC2)ccc1Cl)C1CCS(=O)(=O)C1 (stereo not drawn)	-12
CC1=C(CC(=O)c2ccc(Cl)cc2)C(=O)c2ccccc2C1=O	-15
O=S(=O)(O)c1cc(Cl)cc(N=Nc2ccc(O)cc2O)c1O	11
CCCCN1C[C@H](CSC)[C@@H](CC(=O)Nc2ccc(OC)cc2)C1=O	10
Cc1c([N+](=O)[O-])oc2c1C(=O)NCCC2	9
COc1ccccc1C(=O)OCc1cc(=O)n2ccsc2n1	-19
C=CC[N+]1([C@H]2C[C@H]3[C@@H]4CC[C@H]5C[C@H](OC(C)=O)[C@@H](N6CCCCC6)C[C@]5(C)[C@H]4CC[C@]3(C)[C@H]2OC(=O)CC)CCCCC1	-4
O=C(NCc1ccc(Cl)cc1)N1CCN(C(=O)c2ccccc2)CC1	-10
COc1ccc(OCCC(=O)OCC(=O)NC2CCCCC2)cc1	-9
Cc1cc(OCCOCC[N+](C)(C)Cc2ccccc2)ccc1C(C)(C)CC(C)(C)C	-29
CC(=O)Nc1ccc(NC(=O)COC(=O)c2cc(S(=O)(=O)N3CCCC3)ccc2O)cc1	5
O=C(CSc1nc2cc(Cl)ccc2s1)NCC1CCCO1 (stereo not drawn)	-15
CC(C)[N+](C)(C)CC(O)COc1cccc2ccccc12 (stereo not drawn)	10
CCC(Sc1nc2ccsc2c(=O)n1Cc1ccc(C(=O)O)cc1)C(=O)Nc1ccc(Cl)cc1 (stereo not drawn)	1
CCCCCn1c(=O)[nH]c2cc(C(=O)NCCN3CCOCC3)ccc2c1=O	1
Nc1[nH][nH]c(=O)c1N=Nc1ccccc1	-30
CCCCN1C(=O)C(=O)N(CC(=O)Nc2ccccc2C(C)=O)C1=O	1
Cc1cc(C)c(Cn2c(=O)[nH][nH]c2=O)cc1Cn1c(=O)[nH][nH]c1=O	9
O=C(O)C(CCc1ccccc1)N1CCOCC1 (stereo not drawn)	14

Looked up by compound from the entries so far (7):
SMILES	RXFP1 antag
CCCCN1C[C@H](CSC)[C@@H](CC(=O)Nc2ccc(OC)cc2)C1=O	10
CC(=O)Nc1ccc(NC(=O)COC(=O)c2cc(S(=O)(=O)N3CCCC3)ccc2O)cc1	5
COc1ccc(OCCC(=O)OCC(=O)NC2CCCCC2)cc1	-9
Nc1[nH][nH]c(=O)c1N=Nc1ccccc1	-30
CCCCCn1c(=O)[nH]c2cc(C(=O)NCCN3CCOCC3)ccc2c1=O	1
CCCCN1C(=O)C(=O)N(CC(=O)Nc2ccccc2C(C)=O)C1=O	1
Cc1cc(OCCOCC[N+](C)(C)Cc2ccccc2)ccc1C(C)(C)CC(C)(C)C	-29

Next section.
SMILES	RXFP1 antag
COc1ccc(/C=N/NC(N)=S)cc1OC(=O)c1cccc2ccccc12	-13
COc1ccc(CCNC(=O)COC(=O)/C=C/c2ccc(OC)cc2OC)cc1	1
COc1ccc(CC(=O)Nc2cc(S(=O)(=O)Nc3ccc(OC)cc3)ccc2OC)cc1	-2
CC1=CC(C)(C)N2C(=O)C3(C(C#N)=C(N)Oc4cc(C)oc(=O)c43)c3cc(C)cc1c32 (stereo not drawn)	-13
CC(=O)NC1=CC(=C[N+](=O)[O-])C=C1O	2
C[C@H](CO)N1C[C@H](C)[C@@H](CN(C)C(=O)NC2CCCC2)Oc2cc(Br)ccc2S1(=O)=O	2
CN(Cc1ccccc1)C(=O)CCN1C(=O)c2cccc([N+](=O)[O-])c2C1=O	4
COc1ccc(Cl)cc1C(=O)Nn1cnc2ccccc2c1=O	-3
CN(C)S(=O)(=O)c1ccc2c(c1)nc(CCC(=O)NCC(=O)Nc1ccc(F)c(F)c1F)n2C	7
CC(=O)NC12CC3CC(C1)CC(C(=O)N1CCN(S(=O)(=O)c4ccccc4C#N)CC1)(C3)C2	-17
C[C@H](CO)N1C[C@H](C)[C@@H](CN(C)S(=O)(=O)c2ccc3c(c2)OCCCO3)OCc2cnnn2CCCC1=O	10
O=C(O)c1ccccc1C(=O)OC1CCCC2CCCC21 (stereo not drawn)	-5
COc1ccc(C(CNC(=O)CCNS(=O)(=O)c2ccccc2)N2CCOCC2)cc1 (stereo not drawn)	4
Cc1ccc2nc(-c3ccc(NC(=O)C(C)Sc4nncs4)cc3)sc2c1 (stereo not drawn)	-12
COc1ccc(CCNC(=O)CN(c2ccccc2)S(=O)(=O)c2ccccc2)cc1	6
COc1cccc(-n2c(SCC(=O)NC3CC3)nc3ccccc3c2=O)c1	3
O=C(NCc1cc2ccccc2[nH]1)C1CCC(=O)N(CC2CCCCC2)C1 (stereo not drawn)	0
Cc1cc(C)c(N2C(=O)CC(Sc3ccccc3N)C2=O)c(C)c1 (stereo not drawn)	-9
COc1ccc2c(COC(=O)c3ccc(C)c(S(=O)(=O)N4CCOCC4)c3)cc(=O)oc2c1	-11
CCCCCCCCCCCCCCCCCCNc1ccn(C2OC(COP(=O)(O)OCC3OC(n4cc(F)c(=O)[nH]c4=O)CC3O)C(O)C2O)c(=O)n1 (stereo not drawn)	-10
COC1OC2COC(c3ccccc3)OC2C(NC(C)=O)C1OC(C)=O (stereo not drawn)	9
CCN(c1ccccc1)S(=O)(=O)c1ccc2c(c1)OCCO2	-7
CCOC(=O)CNC(=O)CSc1nc(Cc2cccs2)nc2ccccc12	-12
CC(C)Cn1cnc2c(SCCc3ccccc3)nc(N)nc21	-19
COc1cc2c(cc1OC)C1c3ccc(OC)c(OC)c3OCC1(O)C2 (stereo not drawn)	-4
N#CC(=Cc1ccncc1)c1ccccc1	3
COc1ccc(C(=O)c2ccccc2CN2C(=O)c3ccccc3C2=O)cc1	-8
CN(C1CCCCC1)S(=O)(=O)c1ccc2c(c1)c(=O)c(C(=O)O)cn2C	-1
Cc1ccncc1CNC(=O)c1ccccc1	8
CC(OC(=O)CNC(=O)C1CCCCC1)C(=O)NCc1ccccc1 (stereo not drawn)	3
COCCCNC(=S)N1CCN(c2nc(-c3ccc(Cl)cc3)cs2)CC1	2
O=C(COC(=O)c1ccc([N+](=O)[O-])o1)NC12CC3CC(CC(C3)C1)C2	19
CCO[C@H](Cc1ccc(OCCc2ccc(OS(C)(=O)=O)cc2)cc1)C(=O)O	-27
Cc1noc(C)c1C(=O)OCC(=O)Nc1ccc(N2CCOCC2)cc1	-1
CCCNc1ncnc2[nH]ncc12	-1
COC(=O)c1sc(NC(=O)c2cnccn2)c(C(=O)OC)c1C	7
CCCCN(C(=O)C1=NN(c2ccccc2)C(=O)CC1)c1c(N)n(CCC)c(=O)[nH]c1=O	1
COc1ccc2c(c1)CCCC21NC(=O)N(CC(=O)N2CC(C)OC(C)C2)C1=O (stereo not drawn)	3
O=C(O)CSc1c(Cl)c(=O)oc2ccc(Cl)cc12	-1
Cc1c(C=Nc2ccc(S(=O)(=O)N(C)C)cc2)c(O)[nH]c(=O)c1C#N	14

Five compounds out of the list, sorted by molecular weight, ascending:
SMILES	RXFP1 antag
O=C(COC(=O)c1ccc([N+](=O)[O-])o1)NC12CC3CC(CC(C3)C1)C2	19
COc1cc(-c2cc(C(=O)O)c3cc4ccccc4cc3n2)cc(OC)c1OC	-5
CCN(CC(=O)Nc1ccc2c(c1)OCCO2)CC(=O)Nc1ccc(C)c(S(=O)(=O)N(C)C)c1	-10
CCCN(C(=O)c1cc(S(=O)(=O)N2CCN(CC)CC2)ccc1Cl)C1CCS(=O)(=O)C1 (stereo not drawn)	-12
COC(=O)[C@H]1C[C@H](OC(=O)NC2CC2)[C@@]2(O)CN(S(=O)(=O)c3ccc(C)cc3)CC2[C@H]1C(=O)OC (stereo partly drawn)	7

(continued)
SMILES	RXFP1 antag
O=C(NCC(c1ccc(F)cc1)N1CCOCC1)c1ccc(-c2ccccc2)cc1 (stereo not drawn)	2
O=C1C=CC(=O)N1Cc1ccccn1	-15
Cc1ccc2nc3n(c(=O)c2c1)-c1ncccc1C(=O)NC3Cc1ccccc1 (stereo not drawn)	-2
COc1cc(C2(c3ccc(O)c(OC)c3)C(=O)Nc3c(Br)cc(Br)cc32)ccc1O	-31
CC1=CC(C)C(=O)N(CCN2CCOCC2)C(C)=C1 (stereo not drawn)	-9
COc1ccc(C(=O)N2C=Cc3ccccc3C2C(N)=O)cc1 (stereo not drawn)	-6
[O-][n+]1cccc(/C(Cl)=N/OC[C@@H](O)CN2CCCCC2)c1	-9
Cc1ccc(S(=O)(=O)N(C)c2ccc(OCC(=O)OCc3nnc(-c4ccccc4)o3)cc2)cc1	10
c1ccc(Nc2cccc3ccccc23)cc1	-5
COc1ccc(NC(=O)C2CC2(Cl)Cl)cc1S(=O)(=O)N1CCCCC1 (stereo not drawn)	-5
O=C(COC(=O)c1cc(S(=O)(=O)N2CCOCC2)ccc1F)Nc1ccccc1C(F)(F)F	1
COc1ccc(/C=C/C(=O)OCC(=O)N2CCN(S(=O)(=O)c3ccc(C)cc3C)CC2)cc1OC	8
CCOC(=O)N1CCC(NC(=O)c2ccc3c(c2)sc2nc(-c4ccccc4)cn23)CC1	-28
CC(NC(=O)COC(=O)c1cc(=O)c2ccccc2o1)c1ccccc1 (stereo not drawn)	-13
COCCC(=O)N1CCCC(C(=O)c2ccccc2SC)C1 (stereo not drawn)	2
CC1CCCC(NC(=O)CN2C(=O)NC(Cc3c[nH]c4ccccc34)C2=O)C1C (stereo not drawn)	-2
CCCCOc1ccc(C(=O)NNC(=O)c2cnccn2)cc1OC	-16
O=C(OCc1cn([C@@H]2C[C@H](c3ccc(Cl)cc3)N(C(=O)c3cccs3)C[C@H]2O)nn1)c1ccccc1	-6
CC1CN(C2CCCCC2)C(=S)N(c2ccccc2)C1=O (stereo not drawn)	13
N#Cc1ccc2c(c1)nnn2-c1ccccc1	6
CCc1nnc(NC(=O)[C@@H](NS(=O)(=O)c2ccc3c(c2)OCCO3)C(C)C)s1	-2
CN(C)C(=O)CSC1c2ccccc2C(=O)N1c1ccccc1 (stereo not drawn)	11
COc1ccc(N2CCN(C(=O)c3ccc(Oc4ccc(C(F)(F)F)cn4)cc3)CC2)cc1	5
CC12CCC3C(CCC4CC(O)CCC43C)C1CC(O)C2 (stereo not drawn)	-5
Nc1ccn([C@@H]2O[C@H](CNCc3ccc(Oc4cc(-n5cccn5)ncn4)cc3)[C@@H](O)[C@H]2O)c(=O)n1	13
CC1(C)CCC(C)(C)c2cc(NC(=O)c3ccc(C(=O)O)cc3)ccc21	?
COc1ccc(OCC(=O)Nc2nc3cc4c(cc3s2)OCCO4)cc1	-3
CC1=C(C(=O)N(C)C)CC(CC(=O)NC2CC2)C(=O)N1CCC1=CCCCC1 (stereo not drawn)	7
O=C(NN=Cc1ccc(N2CCOCC2)cc1)c1cc2ccccc2cc1O	2
CC(C)c1cc(C(=O)OCC(=O)NC2CCS(=O)(=O)C2)c(O)c(C(C)C)c1 (stereo not drawn)	3
Cc1cccc(OCc2nnc(SCC(=O)NCc3ccc4c(c3)OCO4)o2)c1	-3
CCOC(=O)C1CCN(C(=O)c2ccccc2)C(CC)C1=O (stereo not drawn)	-3
COc1nc(Nc2ccccc2)nc(OC)n1	-15
COc1cccc(OC)c1C(=O)N1CCN(Cc2ccccc2F)CC1	7
Cc1cccc2c1CCCC2=O	10
CCOc1ccc(C=NNc2ccc(S(=O)(=O)Nc3ccccc3C(=O)O)cc2[N+](=O)[O-])cc1	?
COc1ccccc1-c1noc(CCC(=O)Nc2cccnc2)n1	5
Cc1onc(-c2ccccc2)c1C(=O)NC1CCCCC1C (stereo not drawn)	-5
O=C(Oc1cccc2c(O)cccc12)c1ccco1	-16
Cc1cc(C)c(S(=O)(=O)N2CCOC23CCN(S(C)(=O)=O)CC3)c(C)c1	4
Cc1cc(NS(C)(=O)=O)c(=O)n(Cc2cccc(C(F)(F)F)c2)c1	0
COc1ccc(CN2CCN(C(=O)c3cccs3)CC2)cc1Br	-6

Bioassay records from PubChem.
